# D1 potentiator: potentiators of human D1 dopamine receptor; potentiation, % at 10 µM; actives 0.036% (n = 360,000); P21728; HEK293 TREx D1 cells, calcium flux, dopamine EC20 potentiation; in the data active = potentiation above about 30%; note: 0% is about no effect
# Target sequence (P21728 whole entry, looked up): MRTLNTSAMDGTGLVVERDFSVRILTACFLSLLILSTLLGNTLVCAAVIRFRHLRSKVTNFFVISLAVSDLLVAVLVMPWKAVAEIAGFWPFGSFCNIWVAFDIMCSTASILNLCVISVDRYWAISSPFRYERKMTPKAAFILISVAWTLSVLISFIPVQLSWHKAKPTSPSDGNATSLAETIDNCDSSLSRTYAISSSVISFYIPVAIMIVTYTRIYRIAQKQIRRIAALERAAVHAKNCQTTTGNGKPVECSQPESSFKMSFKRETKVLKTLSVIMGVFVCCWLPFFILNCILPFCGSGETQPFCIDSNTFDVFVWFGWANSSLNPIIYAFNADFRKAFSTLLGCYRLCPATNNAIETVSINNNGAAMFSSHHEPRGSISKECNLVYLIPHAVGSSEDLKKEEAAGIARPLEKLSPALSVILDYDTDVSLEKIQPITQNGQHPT
# RXFP1 antag: blocks the human relaxin receptor RXFP1; Q9HBX9; HEK293-RXFP1, relaxin-stimulated cAMP HTRF, 30 min; active compounds read low; activity change, negative = inhibition, % at 57.5 µM; actives 0.59% (n = 350,000);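 active = activity change of -60% or lower, but not beyond a set lower limit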; note: % is set by controls: 0 for no effect and ±100 for the full control effect
# D2 antag: D2 dopamine receptor (human) antagonism; P14416; HEK293 TREx D2 cells, calcium flux, dopamine EC80; inhibition, % at 10 µM; actives 2% (n = 340,000); in the data active = inhibition above about 30%; note: 0% is about no effect
# Target sequence (P14416 whole entry, looked up): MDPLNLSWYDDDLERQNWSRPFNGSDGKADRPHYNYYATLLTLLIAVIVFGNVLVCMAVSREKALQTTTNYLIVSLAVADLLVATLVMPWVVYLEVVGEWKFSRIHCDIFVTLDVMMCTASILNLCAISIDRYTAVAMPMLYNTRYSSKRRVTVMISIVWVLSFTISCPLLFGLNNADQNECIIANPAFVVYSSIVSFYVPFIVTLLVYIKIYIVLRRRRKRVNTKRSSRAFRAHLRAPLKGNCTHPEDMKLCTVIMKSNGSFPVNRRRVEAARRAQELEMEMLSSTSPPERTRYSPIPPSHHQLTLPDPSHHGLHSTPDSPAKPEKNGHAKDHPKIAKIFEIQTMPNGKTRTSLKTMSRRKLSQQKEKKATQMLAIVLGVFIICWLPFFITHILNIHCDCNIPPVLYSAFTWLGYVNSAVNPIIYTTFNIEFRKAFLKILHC
#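 In this primary screen, negative modulation is detected by tracking calcium flux after an EC80 dopamine challenge in inducible HEK293 T-REx D2 cells preexposed to test compound for 180 s.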
# D1 antagonist: blocks dopamine activation of the human D1 receptor. HEK293 TREx D1 cells, calcium flux, dopamine EC80; active compounds read low. activity change, negative = inhibition, % at 10 µM. actives 3.2% (n = 360,000). AID 504652; in the data active = activity change below about -30%; note: % is set by controls: 0 for no effect and ±100 for the full control effect
#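 Using tetracycline-induced force-coupled D1 Hek293 cells and a calcium dye, signals were followed for 180 s after compound, then for 180 s after EC80 dopamine, to detect inhibitors.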
# TRHR agonist: TRH receptor (human) agonism; P34981; TRHR cells, calcium flux fluo-8, FDSS agonist mode; actives 0.18% (n = 360,000); activation, % at 2 µM; AID 493084; note: 0% is about no effect
#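 TRHR-expressing cells loaded with fluo-8 calcium dye; 23 nL library compound pin-transferred, kinetic FDSS fluorescence (Ex 480/Em 530) recorded about 180 s for agonist-induced calcium release, before a 10 nM TRH EC20 addition for potentiator mode.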
# D2 agonist: activates the human D2 dopamine receptor | P14416 | HEK293 T-REx D2 cells, calcium flux agonist mode | activation, % at 2 µM | actives 0.53% (n = 340,000);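 active = activation over 3 SD above normal in the single-dose calcium agonist read, cut at about 30% in these data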; note: 0% is about no effect
#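 Agonism is scored from calcium flux in a force-coupled, inducible HEK293 cell line expressing D2, read kinetically for 180 s after compound addition against dopamine controls.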
# TRHR enhancer: allosterically enhances the human TRH receptor. P34981. TRHR cells, fluo-8 calcium fluorescence, EC20 TRH enhancement. enhancement, % at 2 µM. actives 0.66% (n = 360,000); in the data active = enhancement above about 30%; note: 0% is about no effect
#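 Enhancer read-out: after compound pinning and an initial kinetic agonist-mode read, an EC20 of TRH (10 nM final) was injected and fluo-8 calcium signal (Ex 480/Em 530) followed at 1 s/cycle for 100 cycles in TRHR-expressing cells.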
# D1 agonist: human D1 receptor agonism | P21728 | HEK293 T-REx D1 cells, calcium flux, agonist mode | activation, % at 2 µM | actives 1% (n = 360,000); note: 0% is about no effect
#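 Agonism was scored from calcium flux recorded over 180 s (1 read/s) after pintool compound addition, following a 10-cycle baseline. Cells were inducible force-coupled HEK293 TREx D1, plated overnight at 30 C and loaded with no-wash calcium dye.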
# D2 potentiator: positive allosteric modulators of human D2 dopamine receptor. actives 0.34% (n = 340,000). HEK293 T-REx D2, calcium flux, EC20 dopamine potentiation. potentiation, % at 10 µM. P14416. AID 485347;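 active = potentiation over 3 SD above the plate norm, cut at about 30% in these data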; note: 0% is about no effect
#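 Calcium flux readout, no-wash dye, 1 read/s. Inducible HEK293 Trex D2 line, overnight 30 C. Compound alone 180 s (agonist flags), then EC20 dopamine, another 180 s to score potentiation.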
# * marks the source's active call; other numbers are inactive results; · = no result given; & = joins results of further samples. Cut-off read from the data, not from the text of the source, unless noted: active = activation above about 30%; inactive = the rest.
SMILES,D1 potentiator,RXFP1 antag,D2 antag,D1 antagonist,TRHR agonist,D2 agonist,TRHR enhancer,D1 agonist,D2 potentiator
COC(=O)c1ccccc1NC(=O)CSc1nnc(Cc2ccc(Cl)cc2)o1,-2,3,2,6,0.2,1.3,6,10,·
CC(=O)c1c(C)[nH]c(C(=O)OCC(=O)Nc2ccccc2Cl)c1C,-5,-9,20,-7,0.0,0.8,-2,13,5
COc1ccc(OCC(=O)N2CCN(C(=O)c3ccco3)CC2)cc1,-1,11,1,-6,-0.2,-1.4,1,2,13
COc1ccc(N2CCN(C(=S)NCc3ccccc3)CC2)cc1,-7,-4,4,-29,-0.1,-0.3,7,4,16
CCOC(=O)N1CCN(C(=O)/C(=C\c2cccs2)NC(=O)c2cccs2)CC1,2,0,0,10,-0.8,-1.5,8,0,11
CN(C)c1ccc(NC(=O)CN2CCN(S(=O)(=O)c3cc(Cl)ccc3Cl)CC2)cc1,0,-10,-38,34,-0.5,0.2,2,3,4
CC(=O)Nc1cc(C(C)C)c(O)c(C(C)C)c1,0,-3,0,-9,0.4,0.3,3,1,4
Cc1cccc(N2CCN(C(=O)CN3C(=O)COc4ccc(S(=O)(=O)N5CCCC5)cc43)CC2)c1C,0,·,·,-1,0.1,2.0,-3,4,-3
Cc1cc(NS(=O)(=O)c2ccc(NC(=O)CSc3nnc(-c4ccco4)n3C)cc2)nc(C)n1,-4,18,8,7,-0.8,-0.3,16,4,-2
CCN(CC)S(=O)(=O)c1cccc2nsnc12,-6,6,3,-7,0.7,0.4,2,2,-5
CC(=O)NNC(=O)c1cc2c3ccccc3n(C)c2s1,3,-1,-8,0,0.8,0.7,4,0,2
CC(=O)c1c(C)[nH]c(C(=O)NCCN2CCC(C)CC2)c1C,-1,-1,5,-9,0.7,-0.5,7,2,1

# Complete entries, quoted from the list:
# `CC(=O)Nc1cc(C(C)C)c(O)c(C(C)C)c1` is listed with D1 potentiator = 0; RXFP1 antag = -3; D2 antag = 0; D1 antagonist = -9; TRHR agonist = 0.4; D2 agonist = 0.3; TRHR enhancer = 3; D1 agonist = 1; D2 potentiator = 4
# `COC(=O)c1ccccc1NC(=O)CSc1nnc(Cc2ccc(Cl)cc2)o1` is listed with D1 potentiator = -2; RXFP1 antag = 3; D2 antag = 2; D1 antagonist = 6; TRHR agonist = 0.2; D2 agonist = 1.3; TRHR enhancer = 6; D1 agonist = 10; D2 potentiator = ·
# `COc1ccc(N2CCN(C(=S)NCc3ccccc3)CC2)cc1` is listed with D1 potentiator = -7; RXFP1 antag = -4; D2 antag = 4; D1 antagonist = -29; TRHR agonist = -0.1; D2 agonist = -0.3; TRHR enhancer = 7; D1 agonist = 4; D2 potentiator = 16

# (listing goes on)
SMILES,D1 potentiator,RXFP1 antag,D2 antag,D1 antagonist,TRHR agonist,D2 agonist,TRHR enhancer,D1 agonist,D2 potentiator
CCCOc1ccc2c(CC)cc(=O)oc2c1C,2,-1,-3,-1,-1.3,-1.2,-11,4,21
COc1cc(Nc2ncnc(N)n2)cc(OC)c1,0,-12,6,1,0.3,0.4,3,1,-2
Cc1cccc(C(=O)NCC(=O)OCC(=O)N2CCc3ccccc32)c1,-7,2,-8,-13,-1.0,-0.5,1,0,-3
O=C(Nc1ccccc1)c1cccc(N2CCCS2(=O)=O)c1,-2,-7,·,-4,0.3,0.4,1,5,16
O=C(Nc1ccc2c(c1)OCO2)c1cc2nc(C3CC3)cc(C(F)(F)F)n2n1,2,2,22,4,0.5,0.0,-3,1,-6
Clc1ccc2[nH]c3c(c2c1)CNCC3,-25,0,2,-48*,0.7,2.1,38*,8,-23
O=C(CC1CC2CCC1C2)NC1CCCCCCC1 (stereo not drawn),-1,-1,-9,1,-1.1,-0.7,-5,1,4
COc1cccc(S(=O)(=O)NCc2ccc(C(=O)NCc3ccccn3)cc2)c1,5,-1,·,-6,-0.1,·,-8,0,·
CCOC(=O)c1ccccc1NC(=O)Cn1cnc2c(oc3ccccc32)c1=O,-1,-10,-5,-2,-0.2,0.3,7,2,7
CCC1CN(C(=O)N2CCC(C(=O)NCCCc3ccccc3)CC2)c2ccccc2O1 (stereo not drawn),-6,-13,·,-2,0.0,1.1,-3,3,-2
CC(C)(C)NC(=O)/C(=C/c1cccnc1)NC(=O)c1ccco1,7,2,·,-14,-0.7,·,-3,2,·
CC(C)CCNC(=O)C1CCN(S(=O)(=O)c2ccc(-n3cnnn3)cc2)CC1,-5,4,-10,-10,-0.5,0.1,26,4,-2

# A stretch from further up, as a working copy:
SMILES,D1 potentiator,RXFP1 antag,D2 antag,D1 antagonist,TRHR agonist,D2 agonist,TRHR enhancer,D1 agonist,D2 potentiator
CCCOc1ccc2c(CC)cc(=O)oc2c1C,2,-1,-3,-1,-1.3,-1.2,-11,4,21
COc1cc(Nc2ncnc(N)n2)cc(OC)c1,0,-12,6,1,0.3,0.4,3,1,-2
Cc1cccc(C(=O)NCC(=O)OCC(=O)N2CCc3ccccc32)c1,-7,2,-8,-13,-1.0,-0.5,1,0,-3
O=C(Nc1ccccc1)c1cccc(N2CCCS2(=O)=O)c1,-2,-7,·,-4,0.3,0.4,1,5,16
O=C(Nc1ccc2c(c1)OCO2)c1cc2nc(C3CC3)cc(C(F)(F)F)n2n1,2,2,22,4,0.5,0.0,-3,1,-6
Clc1ccc2[nH]c3c(c2c1)CNCC3,-25,0,2,-48*,0.7,2.1,38*,8,-23
O=C(CC1CC2CCC1C2)NC1CCCCCCC1 (stereo not drawn),-1,-1,-9,1,-1.1,-0.7,-5,1,4

# More entries:
SMILES,D1 potentiator,RXFP1 antag,D2 antag,D1 antagonist,TRHR agonist,D2 agonist,TRHR enhancer,D1 agonist,D2 potentiator
COc1ccc(CNC(=O)Cn2c(=O)n(CC(=O)N3CCCCC3)c(=O)c3sccc32)cc1,-4,6,12,-10,0.1,0.0,-6,2,-2
O=C(NCC(c1ccccc1Cl)N1CCCC1)C1CCN(C(=O)Nc2ccccc2)CC1 (stereo not drawn),-2,0,-1,22,0.2,0.7,1,-1,7
CC1(C(=O)N2CC3(CC(c4cccc(NC(=O)COc5ccc(Cl)cc5)c4)=NO3)C[C@@H]2C(N)=O)CC1 (stereo partly drawn),-1,·,6,3,0.3,0.1,7,2,10
CCOC(=O)Cn1c(S(=O)(=O)Cc2cccc(F)c2)nc(-c2ccccc2)c1-c1ccccc1,-5,-2,-7,-38*,-0.4,-0.4,1,17,7
Cc1cccc(C(C)C)c1NC(=O)COC(=O)CNS(=O)(=O)c1ccccc1,0,-9,-1,2,0.4,0.5,3,0,-12
CN(CC(=O)Nc1ccccc1Cl)C(=O)c1cc(=O)[nH]c2ccccc12,-2,-7,13,7,0.5,0.4,-7,0,-4
c1cn2cc(CN3CCOCC3)nc2s1,-1,-6,3,-7,-0.2,-1.3,13,0,0
CCc1ccccc1NC(=O)CSc1nnc(-c2nonc2NC(C)=O)n1C,1,1,·,13,-1.2,-1.8,-5,-2,7
Cn1c(SCC(=O)Nc2nccs2)nnc1C1CC1,-7,7,-2,-15,1.4,0.5,1,-1,2
CCOC(=O)C(=O)Nc1nnc(COc2ccccc2)s1,-1,-11,-2,-1,0.3,-0.2,15,1,4
COc1ccc(OC)c(NC(=O)NCCCCc2ccccc2)c1,6,-4,16,15,-1.4,-1.1,3,1,-21
COc1ccc(-c2noc(N3CCC(C(=O)Nc4ccc(OC)c(OC)c4)CC3)n2)cc1,4&-3,0&-1,-4,-14&2,-0.5&-0.3,-0.5&0.5,1&-2,-2&1,-6&4
Cc1cc(=O)oc(C)c1C(=O)N1CCCCC1,3,9,4,-9,0.6,0.2,0,0,10
COc1ccc(S(=O)(=O)NCC2CCCN(CC(C)(C)C)C2)cc1 (stereo not drawn),-9,1,-1,8,0.3,0.3,-1,1,3
COc1ccccc1NCC(=O)N/N=C/c1sccc1C,3,-8,-1,-1,0.2,-0.8,-3,5,-2
O=C(O)c1cccc(N2C(=O)CCC2=O)c1,-2,·,-14,-4,-0.3,1.8,-7,2,-6
CCC1C(C#N)=C(N)OC2=C1C(=O)CC(C)(C)C2 (stereo not drawn),-2,9,-6,-3,-0.2,0.5,0,1,1
COC(=O)Nc1ncc(CN2CCC(c3ccccc3)CC2)s1,-2,-7,98*,1,0.0,85*,-2,1,-28
CC1CCc2nc(NC(=O)CN3CCOCC3)sc2C1 (stereo not drawn),-6,-6,21,-34*,0.2,3.5,-6,0,·
CCOc1ccc(N2CC(=O)Nc3ccccc3NCC2=O)cc1,-2,-9,4,-3,0.0,-0.8,2,1,11
CCn1nc(NC(=O)C(C)(C)C)c2cc3cccc(C)c3nc21,1,-13,-19,5,-0.6,0.7,8,4,0
C=CCn1c(Cc2cccs2)nnc1SCC(=O)c1ccc2ccccc2c1,4,-5,-13,-5,0.4,0.9,-5,7,-2
O=S(=O)(NCCN1CCOCC1)c1cc(Cl)ccc1Cl,-1,13,2,-6,0.7,-0.2,4,2,1
Cc1cc(C)n2nc(C(=O)OCC(=O)NC3CCCCC3)nc2n1,-5,-4,6,-9,0.0,0.0,-1,6,-6
N#C/C(=N/Nc1ccc(S(=O)(=O)N2CCOCC2)cc1)C(N)=O,2,-9,5,-9,1.5,0.5,-4,2,-7
C=CCN1C(=O)CN=C1Nc1ccccc1,-3,-11,1,6,0.1,0.4,1,0,4
Cc1c(Cl)cccc1NC(=O)C(=O)NCC(c1cccnc1)N1CCN(c2ccccc2)CC1 (stereo not drawn),-2,-35,·,3,1.0,1.2,-2,2,-28
COC(=O)c1cccc(NC(=O)c2cnccn2)c1,-4,-3,-2,17,1.7,1.4,5,3,7
CC(=O)Nc1ccc(OCCOc2ccc(/C=C3\C(=N)N4N=C(C(C)C)SC4=NC3=O)cc2)cc1,4,-8,10,-8,0.5,0.8,1,1,-1
O=C(OCC(=O)N1CCN(c2ccccc2)CC1)c1cc(Br)ccc1Cl,-1,-2,1,-3,0.0,-1.7,-6,2,-20
O=C(NCc1cccs1)C1CCN(C(=O)N2CCOc3ccc(Cl)cc32)CC1,4,-24,·,5,0.1,0.0,-7,7,-1
Cc1ccc(C=Nc2ccccc2C(N)=O)cc1,-8,13,-15,-35*,-0.4,-0.6,-8,60*,15
CCCOc1ccc(N2C(=O)CC(NCCc3ccc(S(N)(=O)=O)cc3)C2=O)cc1 (stereo not drawn),-2,2,-4,-14,-0.3,0.6,3,2,-3

# Compound activity: PubChem, National Center for Advancing Translational Sciences (NCATS)
